NPR2 activator = human GC-B receptor activators, primary screen, HEK293 GC-B cells, cGMP TR-FRET, EC30 CNP. Atrial natriuretic peptide receptor 2 (Homo sapiens), P20594. 0% at EC30 CNP, 100% saturating CNP. activation, % at 10 µM. 370,000 compounds, 0.11% hits. AID 1920062, 2024;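 active = activation at 10 µM reaching about 35% in either raw or pattern-adjusted values, limit read from the data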
Target sequence (P20594 whole entry, looked up): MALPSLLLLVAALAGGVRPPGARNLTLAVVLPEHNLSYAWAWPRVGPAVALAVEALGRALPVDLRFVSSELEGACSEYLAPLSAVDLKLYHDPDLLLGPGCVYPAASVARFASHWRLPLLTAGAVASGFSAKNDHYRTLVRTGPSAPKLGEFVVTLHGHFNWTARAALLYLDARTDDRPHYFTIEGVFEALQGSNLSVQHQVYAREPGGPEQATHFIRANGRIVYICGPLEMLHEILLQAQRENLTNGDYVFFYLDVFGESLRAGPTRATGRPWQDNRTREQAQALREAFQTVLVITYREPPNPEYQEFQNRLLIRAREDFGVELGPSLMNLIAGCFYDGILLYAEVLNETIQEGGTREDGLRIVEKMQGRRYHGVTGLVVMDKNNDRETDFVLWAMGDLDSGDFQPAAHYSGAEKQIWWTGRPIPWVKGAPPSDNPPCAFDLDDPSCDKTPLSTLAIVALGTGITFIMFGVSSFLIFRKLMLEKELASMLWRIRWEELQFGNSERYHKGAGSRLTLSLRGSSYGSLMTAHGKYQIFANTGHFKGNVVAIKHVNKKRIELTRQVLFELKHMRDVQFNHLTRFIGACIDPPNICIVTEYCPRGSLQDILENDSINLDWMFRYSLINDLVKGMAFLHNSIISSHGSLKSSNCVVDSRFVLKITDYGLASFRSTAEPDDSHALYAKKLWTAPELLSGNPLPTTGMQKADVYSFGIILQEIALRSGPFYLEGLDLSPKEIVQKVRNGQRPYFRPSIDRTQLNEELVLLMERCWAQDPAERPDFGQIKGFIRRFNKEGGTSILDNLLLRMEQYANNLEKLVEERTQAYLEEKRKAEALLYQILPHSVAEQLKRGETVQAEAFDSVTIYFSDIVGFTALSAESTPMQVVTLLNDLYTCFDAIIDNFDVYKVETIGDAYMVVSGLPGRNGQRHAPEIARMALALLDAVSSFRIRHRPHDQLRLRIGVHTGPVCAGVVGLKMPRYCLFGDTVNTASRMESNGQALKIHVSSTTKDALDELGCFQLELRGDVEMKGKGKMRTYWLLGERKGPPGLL
HTRA1 inhibitor = HTRA1 serine protease inhibitors, primary screen, biochemical, fluorescence polarization, HTS | Q92743 | recombinant HTRA1, FP-rhodamine activity-based probe | inhibition, % at 5.96 µM | 340,000 compounds, 0.5% hits; in the data active = inhibition above about 36%;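 also: 0% = enzyme with DMSO and 100% = wells lacking enzyme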
TCR CD3 inh = inhibitors of human TCR-CD3 interaction, primary screen, biochemical, fluorescence, TAMRA-labeled TCR probe. inhibition, % at 9.4 µM. AID 651800, 2012. 360,000 compounds, 0.37% hits; in the data active = inhibition above about 19%;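 also: recombinant mutant TCR 2C K166C tagged with TAMRA read by polarization; 0% = receptor in buffer alone and 100% = receptor with positive control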
TDP2 inh = human TDP2 enzyme inhibitors, primary screen, biochemical, epi absorbance, recombinant enzyme; Tyrosyl-DNA phosphodiesterase 2 (Homo sapiens), O95551; inhibition, % at 12.8 µM; AID 720702, 2013; 370,000 compounds, 0.34% hits; T5PNP hydrolysis, p-nitrophenol absorbance 415 nm;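 active = inhibition above the mean of all tested compounds plus 3 SD, set per campaign, cut at about 25% in these data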;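 also: 0% = DMSO with enzyme and 100% = buffer with substrate but no TDP2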
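Evaluation: % inhibition relative to enzyme-containing and enzyme-free wells. Material: recombinant human TDP2. Benchmarks: enzyme-free and DMSO wells. Timing: enzyme reaction with compound for 2 h at 37 °C. Compound dosing: 12.8 µM only. Measured by: p-Nitrophenol epi absorbance. Reagent: T5PNP substrate at 5 mM, a TopII-DNA adduct mimic. Replication: single well per compound.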
LEDGF integ inh = blockers of LEDGF/p75-dependent integrase strand transfer – biochemical, TR-FRET, high throughput, primary screen. TR-FRET IN-LEDGF/p75 DNA integration, Eu/Cy5. inhibition, % at 3.7 µM. 370,000 compounds, 0.64% hits;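 active = inhibition above the screen-wide mean plus 3 SD, cut at about 13% in these data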;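 also: signal is the Cy5 over europium emission ratio at 671 and 618 nm; 0% = plate median of compound wells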
PRMT1 inh = PRMT1 methyltransferase inhibitors, primary screen, biochemical, fluorescence polarization. recombinant PRMT1, activity-based probe fluorescence polarization. inhibition, % at 2.79 µM. 370,000 compounds, 1.3% hits. AID 652257, 2013;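 active = inhibition above about 21% made by adding two undisclosed values, limit read from the data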
mABHD4 FP = ABHD4 inhibitors, primary screen, biochemical, fluorescence polarization, mouse. (Lyso)-N-acylphosphatidylethanolamine lipase (Mus musculus), Q8VD66. purified mABHD4, FP-Rh probe fluorescence polarization. inhibition, % at 8.92 µM. 370,000 compounds, 0.54% hits;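 active = inhibition exceeding the mean over every tested compound plus 3 SD, cut at about 30% in these data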;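 also: 0% = plate median of compound wells and 100% = S159A mutant with DMSO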
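Test system: mABHD4 protein; Read-out basis: % inhibition; Incubation: 45 min + 60 min at 25 °C; Repeats: single replicate; Technique: fluorescence polarization with parallel and perpendicular emission, 525/598 nm; Compound: 8.92 µM, single dose; Benchmarks: full inhibition S159A mutant plus DMSO, zero as sample-well median.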
MBD2 DNA inh = inhibitors of MBD2 binding to methylated DNA, primary screen, biochemical, TR-FRET, DNA-binding domain, human | AID 686964, 2013 | inhibition, % at 4.4 µM | 370,000 compounds, 0.31% hits | MBD2 binding to methylated oligonucleotide | Methyl-CpG-binding domain protein 2 (Homo sapiens), Q9UBB5; in the data active = inhibition above about 13%
rCAG binder = binders of r(CAG) RNA repeats, primary screen, biochemical, fluorescence; r(CAG) RNA repeat, TO-PRO-1 dye displacement fluorescence; inhibition, % at 3 µM; 370,000 compounds, 1.3% hits;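 active = inhibition above the plate cutoff, the mean of all test compounds on that plate plus 3 SD, cut at about 35% in these data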;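 also: 0% = DMSO alone and 100% = 100 µM mitoxantrone as full dye displacement; higher means more dye released from RNA so lower well fluorescence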
SIAE primary = human SIAE inhibitors, primary screen, biochemical, fluorescence polarization, FP-Rh probe, 1536-well HTS. inhibition, % at 9.66 µM. SIAE FP-Rh probe binding. AID 1053197, 2014. Sialate O-acetylesterase (Homo sapiens), Q9HAT2. 370,000 compounds, 0.69% hits;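 active = inhibition above a cutoff: mean of compounds within the control limits plus 3 SD of those, cut at about 17% in these data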;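 also: 0% = plate median of compound wells and 100% = probe without SIAE protein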
* hit, by the source's call; . = not tested or not shown. Some of the compounds tested, so the mix of outcomes need not match the whole.

cpd	Compound	SIAE primary	HTRA1 inhibitor	rCAG binder	LEDGF integ inh	TDP2 inh	TCR CD3 inh	mABHD4 FP	PRMT1 inh	MBD2 DNA inh	NPR2 activator
1	Cc1ccc2oc(=O)c3cnn(CC(=O)NC4CCCCC4C)c3c2c1 (centres undefined)	-6	6	2	0	3	4	-2	-6	0	3
2	Cc1ccc(NC(=O)c2c(C)nn(-c3ccccc3)c2Cl)c(C)c1	5	-5	-8	0	-1	-1	-2	0	4	11
3	COC(=O)[C@@H]1C[C@@H]2CC[C@@H](O)C[C@@H]2N1Cc1ccc(Cl)cc1	-4	-5	5	0	8	3	8	2	1	1
4	CN(C)c1ccc(NC(N)=S)cc1	4	8	8	0	-8	2	9	3	-1	-10
5	O=C(CSc1nc2ccc([N+](=O)[O-])cc2[nH]1)NC1CCCCC1	3	-6	1	4	-10	-2	2	-2	2	0
6	O=C(NN=Cc1ccc(N2CCOCC2)cc1)c1cc2ccccc2cc1O	10	36	16	6	-7	2	18	0	0	-3
7	Fc1ccc(OCCOCCOc2cccc3[nH]ccc23)cc1	3	-1	-4	0	1	3	0	-5	0	2
8	CC1Sc2ccc(S(=O)(=O)CCC(=O)NC3CCCCC3C)cc2NC1=O (centres undefined)	-3	-6	3	-1	-7	8	3	0	-2	-5
9	CCn1cc(/C=C(\NC(=O)c2cc(OC)c(OC)c(OC)c2)C(=O)N2CCN(C)CC2)c2ccccc21	-5	4	-2	6	-17	4	-10	-3	-3	-5
10	CC(Oc1cccc(Cl)c1)C(=O)Nc1ccc(S(=O)(=O)Nc2ncccn2)cc1 (centres undefined)	-3	1	9	1	-1	-2	-2	-1	-4	4
11	O=C(N/N=C/c1ccccc1)c1ccc(CN2C(=O)c3cccc4cccc2c34)cc1	-7	-37	12	-1	-5	7	-27	-2	-4	-3
12	Cc1nc(NCc2ccc3c(c2)OCO3)c2oc3ccccc3c2n1	-7	-24	-2	-3	0	-5	-1	0	4	29
13	CNC(=O)/C(C#N)=C/c1c(N2CC(C)OC(C)C2)nc2ccccn2c1=O (centres undefined)	8	2	-5	-4	-7	-7	8	-2	-2	0
14	CCC(=NCc1ccccc1)C1=C(O)C(C(=O)OC)C(C)(C)CC1=O (centres undefined)	-9	6	-2	0	-5	2	4	0	4	4
15	CSCCC(NC(=O)c1ccccc1Cl)C(=O)OCC(=O)N1CCCC1=O (centres undefined)	1	2	-1	-7	-8	-10	2	1	3	-4
16	COc1cc(-c2nnc(COc3ccc4cc(Br)ccc4c3)o2)cc(OC)c1OC	5	3	3	2	-8	-6	-6	0	7	4
17	CCC(c1nnnn1CC1CCCO1)N(CCN1CCOCC1)Cc1cc2cc(C)ccc2[nH]c1=O (centres undefined)	2	5	-7	4	1	2	6	2	2	2
18	CCN(C[C@H]1[C@@H](c2ccc(C3=CCCC3)cc2)[C@H](CO)N1c1nc(C)c(C)s1)S(=O)(=O)c1ccccc1[N+](=O)[O-]	4	.	14	-2	0	.	9	-4	4	2
19	CCC(=O)N1CCN(C(C)=O)C1c1ccccc1 (centres undefined)	2	5	1	-5	4	-9	-5	-1	5	-5
20	O=C(COc1ccc(F)cc1)Nc1nnc(C2CCCCC2)s1	8	5	-6	0	2	-4	2	1	4	0
21	CC(=O)N1CCOc2cc(S(=O)(=O)N3CCN(c4ccccc4)CC3)c(Cl)cc21	1	-10	4	1	-9	3	0	-5	-3	-4
22	CCN(c1ccccc1)S(=O)(=O)c1ccc(Cl)c(NC(=O)COC(=O)C2CC2C)c1 (centres undefined)	-3	-13	-8	7	3	3	0	4	-1	6
23	CCOC(=O)COc1cccc2c(=O)n(CC(=O)NCCc3ccccc3)ccc12	-4	-3	0	1	2	-4	0	1	0	-4
24	Cc1cc(NC(=O)CCC(=O)NNC(=O)c2ccc(C(C)(C)C)cc2)no1	1	-4	1	-6	3	0	-6	3	3	-2
25	Cc1cc(C)nc(SCCC(=O)Nc2ccc(F)cc2)n1	2	2	-4	0	2	1	-1	-2	4	-3
26	O=C(C1CCCO1)N1N=C(c2ccc(Br)cc2)CC1c1ccco1 (centres undefined)	2	-7	-4	4	-6	2	-18	9	-5	1
27	O=C(CN1CCN(c2ncc(C(F)(F)F)cc2Cl)CC1)N1CCN(c2ncc(C(F)(F)F)cc2Cl)CC1	0	-5	-5	-2	-1	-2	2	-2	1	0
28	CCCCC(O)(CCCC)C(=O)NN(C(=O)CCl)c1ccccc1	-5	-4	-2	0	-14	6	-6	2	-2	0
29	CC(C)CC(=O)NNC(=O)c1ccc(Cl)cc1	13	6	1	-5	-1	13	-3	-1	-3	3
30	COc1ccc(/C=N/Nc2ncc(C(F)(F)F)cc2Cl)c(OC)c1OC	7	-6	0	-1	7	5	4	0	2	-2
31	Cc1ccc2nc(-c3ccccc3O)c(Nc3ccc4c(c3)OCCO4)n2c1	12	3	4	4	-3	-5	-7	2	1	16
32	CCSc1nsc(NC(=O)Nc2cccc(C(C)=O)c2)n1	-14	-23	63*	-4	-4	2	-35	0	-2	10
33	O=C(Nn1c(-c2ccc(F)cc2)nc2ccccc2c1=O)C1CCCCC1	-3	3	-1	-1	1	4	-4	-2	-10	1
34	COC(=O)CNC(=O)Cn1nc(C)c([N+](=O)[O-])c1C	0	1	-4	-3	-7	-5	6	7	2	1
35	COc1cc(C2/C(=C(\O)c3ccc4c(c3)OCCO4)C(=O)C(=O)N2CCN2CCOCC2)cc(OC)c1OC (centres undefined)	0	1	2	1	9	-6	9	-2	-2	4
36	CN(C)c1cc[n+](Cc2c(Cl)cccc2Cl)cc1	-9	3	-4	-2	0	2	3	-1	0	.
37	CC(=O)Nc1c(C(=O)N2CCCCCC2)cnn1-c1ccccc1Cl	1	5	-4	-2	-4	5	-3	-3	-6	2
38	CC(=O)c1c(C)[nH]c(C(=O)OCC(=O)Nc2sc3c(c2C#N)CCC(C)C3)c1C (centres undefined)	-12	-18	20	3	-2	3	1	-2	-1	-1
39	Cc1cccc(C)c1NC(=O)c1ccc(-c2cc(F)ccc2F)o1	1	.	0	0	-3	-7	-5	1	3	-1
40	C#CCOCCOCCOCCNc1nc(N2CCN(C(=O)CCCCCCCCCCNC(=O)[C@H](CO)n3cc(CCCSC)nn3)CC2)nc(N2CCN(C(=O)CCCCCCCCCCNC(=O)[C@H](CO)n3cc(CCCSC)nn3)CC2)n1	-69	-22	16	0	-3	6	-6	2	-6	-7
41	O=C(CNc1ccccc1)N/N=C/c1cn(-c2ccccc2)nc1-c1ccccc1	-4	-3	-2	-5	5	0	0	2	3	3
42	CCN(CC1CCCO1)C(=O)CCc1nnc(CCc2ccccc2)o1 (centres undefined)	0	-1	0	0	5	3	-4	-2	1	2
43	O=C(COc1cc(Cl)c(Cl)cc1Cl)NC(=O)Nc1ccc2c(c1)OCCO2	-3	4	-1	2	-4	-6	-3	1	7	-2
44	CN1C(=O)[C@H]2[C@@H](/C=C/c3ccccc3)N3C(=O)CN(Cc4ccccn4)C(=O)[C@@]3(Cc3ccccc3)[C@H]2C1=O	-3	-3	-4	2	-5	-4	0	0	1	-8
45	NC1=C(Cl)C(=O)c2ccccc2C1=O	7	-2	6	0	19	2	7	-2	-23	-15
46	O=C(C(=O)N1CCCC1)c1c[nH]c2ccccc12	2	14	-2	2	12	6	-3	-4	3	4
47	CCOC(=O)COc1nc(C)c(Br)c(OC)n1	-3	1	-1	-2	-5	1	6	-1	-9	-1
48	CCOC(=O)C(=Cc1ccc(OCc2ccc([N+](=O)[O-])cc2)c(OC)c1)C(=O)OCC	-4	2	3	-2	5	-5	5	0	0	7
49	COC(C(=O)Nc1ccc(Cl)cc1C)c1ccccc1 (centres undefined)	10	0	-1	-8	-4	11	5	-3	-4	-1
50	Cc1cccc2sc(NC(=O)Cn3c(C)csc3=O)nc12	-1	-8	5	6	3	-1	1	5	-1	2

Next part:
cpd	Compound	SIAE primary	HTRA1 inhibitor	rCAG binder	LEDGF integ inh	TDP2 inh	TCR CD3 inh	mABHD4 FP	PRMT1 inh	MBD2 DNA inh	NPR2 activator
51	S=C1NCN(Cc2ccccc2)CN1	1	8	-3	-5	6	-5	7	-4	7	-2
52	Cc1cc(=O)oc2c(C)c(OCC(=O)NCC3CCC(C(=O)O)CC3)ccc12 (centres undefined)	0	1	1	-5	0	0	-1	-1	1	-1
53	O=C1CCCCN1CCCC(=O)N1CCCC(Nc2ccccc2)C1 (centres undefined)	-2	4	-4	0	14	3	-4	-4	-1	2
54	CCCCOc1ccc(N2C(=O)CC(NCc3ccncc3)C2=O)cc1 (centres undefined)	-1	5	3	-6	-12	-5	-13	15	6	5
55	COc1cccc(OCc2nc3c4cnn(-c5ccccc5)c4ncn3n2)c1	8	-3	2	1	8	4	8	2	-5	-2
56	COc1ccc(N2CC(O)=C(c3nc(-c4ccc(F)cc4)cs3)C2=N)cc1Cl	2	-2	6	3	0	-1	-5	-2	2	2
57	CC1(C)OC(=O)C(=NNc2ccc(C(=O)O)cc2)C(=O)O1	-6	8	-2	-3	-6	-1	4	6	-3	-4
58	O=C(NCCNCCO)c1c(O)c2cccc3c2n(c1=O)CCC3	5	9	-1	1	7	-2	1	-1	3	1
59	COc1ccc(S(=O)(=O)Nc2c(NC3CCCCC3)c3ccccc3oc2=O)cc1OC	0	-1	-3	2	-1	2	-4	-1	0	-2
60	O=C1C2(c3ccccc3)CN(CCCO)CC1(c1ccccc1)CN(CCCO)C2	1	-2	-3	1	0	-7	7	-1	2	7
61	O=C(CSc1ncnc2sccc12)Nc1ccc(S(=O)(=O)N2CCOCC2)cc1	2	-9	8	1	-3	6	-5	-2	-4	-4
62	CCCNC(=O)N[C@H]1C=C[C@H](CC(=O)NC2CCCCC2)O[C@@H]1CO	-1	.	-1	-8	-11	-10	-11	7	7	4
63	COc1ccc(-n2cnnc2SCc2ncc(-c3ccccc3)o2)cc1	5	0	-3	-2	1	5	3	-1	0	-7
64	Cc1cc(C)c(C#N)c(SCC(=O)c2cccs2)n1	4	-9	1	3	1	-5	-1	3	6	3
65	COCc1cc(N2CCN(C(=O)OC(C)(C)C)C[C@H]2C)ccc1N1CCN(Cc2ccccc2)[C@H](C)C1	6	.	3	-1	-12	6	-8	-2	1	9
